G9a inh = qHTS Assay for Inhibitors of Histone Lysine Methyltransferase G9a | hit rate 8.8% among 350,000 | Histone-lysine N-methyltransferase EHMT2 (Homo sapiens), Q96KQ7 | Potency, µM (highest dose often 102 µM), for the others: at the top dose activity, negative = inhibition, hits mostly inhibitors | G9a H3K9 monomethylation, AlphaScreen, 2 h; also: % is scaled to controls: 0 for no effect and ±100 for the full control effect; nearly all actives have a fitted effect of over 75% in size
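Methyltransferase reactions run at room temperature for 2 h (20 nM enzyme, 500 nM biotin-H3K9 peptide, 20 uM SAM) after a 15 min compound preincubation; product detected by AlphaScreen beads and anti-H3K9me1 antibody.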
JMJD2A Tudor = qHTS Assay for Inhibitors of JMJD2A-Tudor Domain; AID 504339, 2011; Lysine-specific demethylase 4A (Homo sapiens), O75164; Potency, µM (top dose mostly 114 µM), without a hit: at the top dose activity change, negative = inhibition, usual class: inhibitors; AlphaScreen JMJD2A-Tudor / H3K4me3 peptide binding; hit rate 4.4% among 390,000; also: % is scaled to controls: 0 for no effect and ±100 for the full control effect; nearly all actives have a fitted effect of over 50% in size
Pol kappa inh = qHTS for Inhibitors of Polymerase Kappa. DNA polymerase kappa (Homo sapiens), Q9UBT6. purified Pol kappa, fluorescent DNA synthesis assay, 10 min. Potency, µM (series often up to 107 µM), inactives show top-dose activity, negative = inhibition, hits mostly inhibitors. hit rate 0.53% among 400,000; also: % is scaled to controls: 0 for no effect and ±100 for the full control effect
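Kinetic fluorescence readout at 0 and 10 min followed reaction start with substrate at 50 nM final. Beforehand, enzyme (10 nM Pol kappa) stood 15 min with compound at room temperature; buffer-only wells were negative controls.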
BAZ2B block = qHTS Assay for Inhibitors of BAZ2B; Bromodomain adjacent to zinc finger domain protein 2B (Homo sapiens), Q9UIF8; AlphaScreen BAZ2B-H3K14Ac peptide displacement; Potency, µM (doses to about 114 µM), inactives show at the top dose activity change, negative = inhibition, hits mostly inhibitors; hit rate 4.4% among 360,000; AID 504333, 2011; also: % is scaled to controls: 0 for no effect and ±100 for the full control effect; nearly all actives have a fitted effect of over 60% in size
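In this displacement format the biotinylated H3(5-23) peptide acetylated at Lys14 serves as ligand at 50 nM, with BAZ2B at 50 nM in PBS pH 7.4 containing 0.01% Tween-20. Donor and acceptor beads are 10 ug/mL final.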
APE1 inh = qHTS Assay for Inhibitors of the Human Apurinic/apyrimidinic Endonuclease 1 (APE1); recombinant APE1, TAMRA/BHQ-2 abasic DNA cleavage fluorescence; Potency, µM (series often up to 65.8 µM), inactives show at the highest dose activity change, negative = inhibition, usual class: inhibitors; hit rate 0.35% among 350,000; AID 2517, 2012;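 also: plate controls were vehicle for no effect and reference inhibitor for full effect; nearly all actives have a fitted effect of over 55% in size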
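Step 1: APE1 (0.75 nM) with compound, 15 min RT. Step 2: add 50 nM fluorophore/quencher THF duplex. Step 3: three fluorescence reads 60 s apart (525/598 nm); read 3 minus read 1 = reaction progress.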
Pol beta inh = qHTS Assay for Inhibitors of DNA Polymerase Beta. Potency, µM (series often up to 114 µM), without a hit: top-dose activity change, negative = inhibition, usual class: inhibitors. hit rate 1.3% among 340,000. P06746. Pol beta primer extension/strand displacement, fluorescence kinetic. AID 485314, 2010; also: % is scaled to controls: 0 for no effect and ±100 for the full control effect
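Enzyme-only controls used 10 nM Pol beta; buffer lacking enzyme served as negative control. Compound preincubated 15 min, then 50 nM substrate added; 0 and 10 min reads at room temperature.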
BLM inh = qHTS Assay for Inhibitors of Bloom's syndrome helicase (BLM); recombinant BLM DNA unwinding, fluorescence dequenching; Potency, µM (highest dose often 56.1 µM), inactives show top-dose activity change, negative = inhibition, actives largely listed as inhibitors; hit rate 0.2% among 350,000; AID 2528, 2010;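 also: plate controls were vehicle for no effect and no enzyme for full effect; nearly all actives have a fitted effect of over 35% in size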
Target sequence (P54132 whole entry, looked up): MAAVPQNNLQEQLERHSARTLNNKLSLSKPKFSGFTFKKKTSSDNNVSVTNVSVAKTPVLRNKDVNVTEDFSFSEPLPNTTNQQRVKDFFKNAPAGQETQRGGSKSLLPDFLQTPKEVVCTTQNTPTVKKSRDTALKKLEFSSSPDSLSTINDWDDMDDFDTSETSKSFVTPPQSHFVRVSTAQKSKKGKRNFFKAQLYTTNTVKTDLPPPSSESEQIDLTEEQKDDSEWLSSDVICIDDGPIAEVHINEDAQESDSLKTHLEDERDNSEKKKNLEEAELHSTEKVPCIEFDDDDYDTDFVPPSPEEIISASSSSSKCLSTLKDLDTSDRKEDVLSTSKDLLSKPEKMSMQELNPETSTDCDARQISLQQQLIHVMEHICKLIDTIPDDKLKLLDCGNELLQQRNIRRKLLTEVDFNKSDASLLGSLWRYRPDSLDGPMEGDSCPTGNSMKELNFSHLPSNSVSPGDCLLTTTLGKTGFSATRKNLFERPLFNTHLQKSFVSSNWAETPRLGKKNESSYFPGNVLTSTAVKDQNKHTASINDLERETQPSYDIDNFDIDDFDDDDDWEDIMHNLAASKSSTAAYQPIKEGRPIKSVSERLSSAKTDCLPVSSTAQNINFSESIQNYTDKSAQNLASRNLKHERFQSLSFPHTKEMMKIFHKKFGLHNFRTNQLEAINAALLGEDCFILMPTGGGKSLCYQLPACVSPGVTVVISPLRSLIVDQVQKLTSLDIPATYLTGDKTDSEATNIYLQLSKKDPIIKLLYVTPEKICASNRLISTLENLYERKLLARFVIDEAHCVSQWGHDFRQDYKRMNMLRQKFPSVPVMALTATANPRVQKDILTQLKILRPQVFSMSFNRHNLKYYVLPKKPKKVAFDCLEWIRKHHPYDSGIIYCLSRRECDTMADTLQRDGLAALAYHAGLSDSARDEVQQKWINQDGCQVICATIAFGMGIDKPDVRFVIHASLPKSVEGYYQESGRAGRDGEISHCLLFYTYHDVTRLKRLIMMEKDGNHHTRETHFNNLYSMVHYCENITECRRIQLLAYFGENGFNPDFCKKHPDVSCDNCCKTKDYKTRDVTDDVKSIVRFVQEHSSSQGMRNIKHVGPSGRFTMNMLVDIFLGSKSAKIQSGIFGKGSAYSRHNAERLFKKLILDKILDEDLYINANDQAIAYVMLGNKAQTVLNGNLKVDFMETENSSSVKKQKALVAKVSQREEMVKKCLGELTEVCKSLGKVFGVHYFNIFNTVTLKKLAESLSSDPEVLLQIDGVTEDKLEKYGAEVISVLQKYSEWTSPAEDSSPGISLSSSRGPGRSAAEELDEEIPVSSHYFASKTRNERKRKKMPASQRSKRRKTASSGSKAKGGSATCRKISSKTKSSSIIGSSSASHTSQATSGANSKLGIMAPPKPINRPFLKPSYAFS
POLI inh = qHTS for Inhibitors of Polymerase Iota. DNA polymerase iota (Homo sapiens), Q9UNA4. Pol iota fluorescent replication assay, 10 min. Potency, µM (highest dose often 115 µM), for inactives: at the top dose activity, negative = inhibition, hits mostly inhibitors. hit rate 1% among 390,000. AID 588590, 2011
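Pol iota at 10 nM preincubated 15 min with compounds at room temperature; reaction started with fluorescent substrate, 50 nM final. Fluorescence read kinetically at 0 and 10 min; buffer-only wells as negative control.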
POLH inh = qHTS for Inhibitors of Polymerase Eta | DNA polymerase eta (Homo sapiens), Q9Y253 | recombinant Pol eta, fluorescent DNA replication assay | Potency, µM (series often up to 114 µM), for the others: at the top dose activity change, negative = inhibition, usual class: inhibitors | hit rate 1.2% among 390,000; also: % is scaled to controls: 0 for no effect and ±100 for the full control effect
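Fluorescent replication assay: 50 nM final substrate added after a 15 min room-temperature compound preincubation with 10 nM enzyme. Signal taken at 0 min and again at 10 min.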
* = called active by the depositor; ? = inconclusive; . = no result given; [ ] = another dose, or the depositor's remark. Calls follow the shape of the dose curve; as a rule, active = well fitted curve in the direction sought with a large enough effect; inconclusive = small, poorly fitted or top-dose-only effect, or another doubt; inactive = no such curve, though single readings can be large; an effect the other way counts as inactive or inconclusive. Potency is read from the fitted curve at half-maximal effect.

The opening 6 records, to show the layout:
SMILES,G9a inh,JMJD2A Tudor,Pol kappa inh,BAZ2B block,APE1 inh,Pol beta inh,BLM inh,POLI inh,POLH inh
C[C@]12CC[C@H](O)C[C@@H]1CC[C@@H]1[C@@H]2CC[C@@]2(C)[C@H]1CCC(=O)[C@]21CCCO1,.,0.0%,10.0%,.,14.3%,.,.,?,-9.0%
Cc1[nH]c2ccccc2c1SCCNC(=O)c1ccc(Br)o1,-19.0%[59 µM],?,-9.9%,-0.7%,-2.7%,-0.8%,-4.6%,?,-12.5%
COCCN=C1Sc2nc3ccc(C)cc3cc2CN1Cc1ccco1,?,-23.6%,-3.0%,?,-5.7%,-0.8%,-7.9%,11.3%,-15.8%
CCOC(=O)Cc1nnc(NC(=O)CSc2ncc(-c3ccccc3)nn2)s1,6.4%[59 µM],-21.2%,-6.3%,-22.1%,-10.0%,23.3%,-5.0%,-2.6%,-7.0%
COc1ccc(-n2c(=O)c(-c3ccccc3)nc3cnc(N4CCN(C)CC4)nc32)cc1,-1.3%[0.501 µM],.,-2.9%[60.1 µM],.,-5.7%,.,5.4%,.,.
O=C(NC1CCSc2ccccc21)c1ccccc1F (stereo unspecified),.,-5.5%,-11.4%,-2.8%,5.0%,1.5%,-0.3%,41.0%[activator],-0.8%

All compounds of this part, from the first entry:
SMILES,G9a inh,JMJD2A Tudor,Pol kappa inh,BAZ2B block,APE1 inh,Pol beta inh,BLM inh,POLI inh,POLH inh
C[C@]12CC[C@H](O)C[C@@H]1CC[C@@H]1[C@@H]2CC[C@@]2(C)[C@H]1CCC(=O)[C@]21CCCO1,.,0.0%,10.0%,.,14.3%,.,.,?,-9.0%
Cc1[nH]c2ccccc2c1SCCNC(=O)c1ccc(Br)o1,-19.0%[59 µM],?,-9.9%,-0.7%,-2.7%,-0.8%,-4.6%,?,-12.5%
COCCN=C1Sc2nc3ccc(C)cc3cc2CN1Cc1ccco1,?,-23.6%,-3.0%,?,-5.7%,-0.8%,-7.9%,11.3%,-15.8%
CCOC(=O)Cc1nnc(NC(=O)CSc2ncc(-c3ccccc3)nn2)s1,6.4%[59 µM],-21.2%,-6.3%,-22.1%,-10.0%,23.3%,-5.0%,-2.6%,-7.0%
COc1ccc(-n2c(=O)c(-c3ccccc3)nc3cnc(N4CCN(C)CC4)nc32)cc1,-1.3%[0.501 µM],.,-2.9%[60.1 µM],.,-5.7%,.,5.4%,.,.
O=C(NC1CCSc2ccccc21)c1ccccc1F (stereo unspecified),.,-5.5%,-11.4%,-2.8%,5.0%,1.5%,-0.3%,41.0%[activator],-0.8%
Cc1cc(-c2n[nH]c(=S)n2/N=C/c2ccco2)n[nH]1,-103.9%[12.7 µM],3.98µM*,-35.4%,?,6.5%,?,-7.8%,44.7µM*,31.1%[activator]
COc1ccc(-n2c(COc3ccc(C)cc3)nnc2SCc2ccc(C#N)cc2)cc1,.,-18.0%,-10.7%,-3.1%,-9.5%,?,-9.1%,10.9%,-12.6%
Cc1cc(C)c2nc(N3CCN(C)CC3)c(C#N)cc2c1,-14.0%,-2.4%[57.1 µM],3.2%,-5.4%,4.8%,13.4%,8.5%,6.8%,-5.5%
CCC(CC)c1nnc(NC(=O)c2cc(-c3ccccc3)nc3ccccc23)s1,44.7µM*,-9.0%,-11.3%,10.2%,1.8%,-5.4%[57.1 µM],-2.5%,6.9%,-19.7%
Cc1cccc(NC(=O)CN2C(=O)C(C)Oc3ccccc32)n1 (stereo unspecified),-6.2%[59 µM],7.9%,8.5%,-6.8%,0.6%,1.9%,-11.0%,-3.4%,-10.3%
S=c1[nH]nc(CCSCc2ccccc2)n1-c1ccccc1,3.55µM*,39.8µM*,5.6%,?,-3.3%,-8.0%,-4.3%,39.2%[activator],-5.2%
CC(C)(C)OC(=O)N1Cc2ccccc2C[C@H]1C(=O)NC1CCCC1,14.2%,-5.8%,0.0%,10.2%,9.6%,-15.6%,-1.4%,112.6%[activator],-0.8%
Cc1ccccc1NC(=O)Cc1nc(COC(=O)CCNS(=O)(=O)c2ccccc2)cs1,-46.0%,-18.9%,-10.0%,-4.1%,-3.0%,.,.,-3.8%,-8.3%
Cc1ccc(C(=O)c2cc([N+](=O)[O-])ccc2N2CCOCC2)cc1C,?,?,-4.8%,-31.9%,2.1%,-21.5%,-1.8%,3.2%,-8.2%
CCCNC(=O)c1cc2ccccc2c(=O)o1,10.2%[59 µM],-5.7%,-11.3%,9.7%,1.7%,17.0%,2.0%,14.4%,-6.2%
NS(=O)(=O)c1ccc(CNC(=O)CNC(=O)c2ccc(Br)o2)cc1,?,-14.7%,-7.5%,-32.5%,35.0%,-7.5%,-1.8%,52.2%[activator],-14.3%
O=C(c1ccc(F)cc1)N1CCC(N2CCOCC2)CC1,10µM*,7.94µM*,-10.6%,?,1.6%,-8.7%,1.0%,25.4%,-9.7%
CCn1c(SCC(=O)N(C)CCC#N)nc2cc(S(=O)(=O)N3CCOCC3)ccc21,?,-16.6%,-5.6%,10.2%,9.9%,.,.,30.6%[activator],-7.9%
O=C1c2ccncc2C(=O)N1CNc1ccc(Cl)cc1,?,-1.4%,-4.1%,.,0.0%,17.3%,-3.6%,5.1%,0.9%
CCC(=O)N1CCN(c2ccc(NC(=S)NC(=O)C(C)C)cc2)CC1,-23.7%,-6.5%,-7.3%,-7.4%,3.7%,11.0%,-4.7%,-9.2%,-10.1%
O=S(=O)(c1cccc(Cl)c1Cl)N1CCN(C(=S)NCCCN2CCOCC2)CC1,35.5µM*,1.58µM*,0.7%,50.1µM*,-1.4%,-0.8%,-3.8%,71.3%[activator],-20.1%
COc1ccc(C(C(=O)NC(C)(C)C)N(C(=O)CCC(=O)Nc2cc(C)on2)c2ccc3c(c2)OCCO3)cc1 (stereo unspecified),28.3%,-9.2%,2.0%,-4.3%,60.2%[activator],0.3%,-5.5%,39.5%[activator],-11.8%
CC(=O)N1CCC2(CC1)C(C#N)=C(N)Oc1n[nH]c(C)c12,14.9%[59 µM],-8.1%,-0.3%,11.9%,1.6%,24.5%,-0.4%,17.3%,-3.4%
O=C1CCc2cc(S(=O)(=O)N3CCC(C(=O)NCCC4=CCCCC4)CC3)ccc2N1,0.5%,?,-4.7%,?,2.0%,5.8%,-0.7%,-23.5%,-11.7%

Following part:
SMILES,G9a inh,JMJD2A Tudor,Pol kappa inh,BAZ2B block,APE1 inh,Pol beta inh,BLM inh,POLI inh,POLH inh
CNC(=S)Nc1ccc(OC(F)(F)F)cc1,-29.8%,3.4%,-1.1%,?,3.8%,1.3%,-2.7%,12.0%,4.5%
C#CCOCCOCCOCCNc1nc(N2CCN(C(=O)[C@H](CCCCN)n3cc([C@@H](N)CO)nn3)CC2)nc(N2CCN(C(=O)[C@H](Cc3cc4ccccc4[nH]3)n3cc([C@@H](N)CC(C)C)nn3)CC2)n1,-22.9%[12.7 µM],.,.,44.7µM*,2.0%,0.3%,14.6%,.,.
Nc1nc(NC(=O)c2ccccc2)nn1-c1ccccc1,15.4%,-8.8%,-4.1%,?,9.1%,13.3%,3.8%,29.2%,-18.2%
CCOc1ccccc1C1c2cc3c(cc2OC(C)(N2CCCC2)C1C)OCO3 (stereo unspecified),.,-5.5%,5.3%,.,.,.,.,27.8%,-17.7%
O=C(NCc1ccc(OC(F)(F)F)cc1)C1CCC(=O)N(C2CC2)C1 (stereo unspecified),.,-11.0%,-11.9%,-6.5%,7.5%,-3.1%,-2.1%,18.2%,-14.4%
Cc1ccc2nc(CN3CCN(S(=O)(=O)c4ccc(C)c(C)c4)CC3)oc2c1,?,5.6%,-6.6%[60.1 µM],-10.3%,.,21.4%,-3.8%,6.5%,-1.2%
CC(C)C(NC(=O)OCc1ccccc1)C(=O)OCC(=O)NC1CC1 (stereo unspecified),5.2%,-18.8%[57.1 µM],1.2%,-0.7%,-7.3%,-9.2%,-4.9%,25.1%,-20.2%
CC(=O)Nc1ccc2c(c1)CCc1ccccc1-2,-1.1%,-12.6%,-21.7%,0.1%,1.1%,-16.2%,-2.0%,-12.0%,-19.0%
COCC(C)NCc1ccc(OC)c(Br)c1 (stereo unspecified),?,17.8µM*,-4.8%,50.1µM*,-2.8%,-15.4%,-6.5%,46.2%,-16.2%
CCc1nnc(NC(=O)c2c(C)nn(-c3ccccc3)c2Cl)s1,5.0%[59 µM],-2.2%,0.2%,-3.2%[57.1 µM],-1.1%,1.6%,-2.5%,-12.4%,-10.0%
COc1ccccc1NS(=O)(=O)c1cccc(C(=O)N2CCN(C(=O)c3ccco3)CC2)c1,1.3%[59 µM],-7.8%,3.4%,4.7%,8.2%,.,.,24.5%,-11.9%
CCN1C(=O)C(=O)N(CC(=O)N2CCC(C)Sc3ccccc32)C1=O (stereo unspecified),-50.0%[59 µM],4.4%,9.5%,8.7%,12.1%,.,.,26.8%,-16.5%
CC(C)NS(=O)(=O)c1ccc(NC(=S)NC(=O)c2cccc([N+](=O)[O-])c2)cc1,15.2%[59 µM],?,-0.1%,-3.5%,7.0%,15.6%,-10.0%,-7.5%,-13.4%
CN(C(=O)CSc1nnc(-c2n[nH]c3ccccc23)o1)c1ccccc1,?,-13.1%,3.3%,1.2%,0.1%,1.0%,-15.7%,43.5%[activator],-17.7%
Cc1ccc(NC(=O)NC(=O)CN2CCCC2c2ccc3c(c2)OCCO3)cc1C (stereo unspecified),?,-14.4%,8.0%,-32.1%,41.5%,.,.,-5.3%,-21.1%

An excerpt. The share of hits here may be higher or lower than overall.
